IL1B secr inh – blocks inflammasome-driven IL-1 beta release | THP-1 LPS/ATP IL-1B secretion, AlphaLISA, 16 h; active compounds read low | activity change, % at 57.5 µM | AID 743279 | 4.7% of 360,000 active; in the data active = activity change below about -50%; inconclusive = mostly about -30% to -49%; also: % is scaled to controls: 0 for no effect and ±100 for the full control effect
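Secreted IL-1B measured by AlphaLISA bead assay after 16 h compound exposure of THP-1 cells; compounds (final up to 57.5 uM) added 1 h before LPS (250 ng/mL) and ATP (1.25 mM) stimulation; lower signal means less secretion.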
Nrf2 block – Nrf2 pathway inhibition. Potency, µM (doses to about 46 µM), for inactives: top-dose activity change, negative = inhibition, actives largely listed as inhibitors. AID 504444. 2.1% of 360,000 active. A549 ARE-Fluc reporter, luciferase luminescence, 18-24 h; also: potency is read from the fitted curve at half-maximal effect; % is scaled to controls: 0 for no effect and ±100 for the full control effect; nearly all actives have a fitted effect of over 60% in size
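Concentration-response testing used A549 ARE_Fluc cells at 5000 cells/well. Following an 18-24 h compound incubation, viability was read by fluorescence (Ex 405/Em 525) and luciferase output by luminescence.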
TGFb SMAD3 inh – TGF-b pathway inhibition; HepG2 CAGA-GFP TGF-b/SMAD3 reporter, GFP fluorescence, 18 h; TGF-beta stimulated, 500 pg/mL final; Potency, µM (series often up to 46.1 µM), without a hit: at the highest dose activity, negative = inhibition, actives largely listed as inhibitors; 1.2% of 410,000 active; AID 588855; also: potency is read from the fitted curve at half-maximal effect; % is scaled to controls: 0 for no effect and ±100 for the full control effect; nearly all actives have a fitted effect of over 65% in size
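TGF-beta reporter screen: HEPG2 CAGA-GFP, 1% FBS, 500 pg/mL TGF-beta final, 18 h; per-cell GFP summed per well; curves fitted and categorized by class.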
MCF10A rereplic – inducers of DNA re-replication in MCF 10A breast cells; AID 624296; MCF 10A DNA re-replication, Hoechst nuclear intensity, 48 h; Potency, µM (top dose mostly 46.1 µM), without a hit: top-dose activity, positive = re-replication, actives largely listed as activators; 2.9% of 350,000 active; also: potency is read from the fitted curve at half-maximal effect; % of control where 0% means no effect; nearly all actives have a fitted effect of over 50% in size
Nrf2 ARE act – Nrf2 pathway activation; Potency, µM (highest dose often 46.1 µM), for inactives: top-dose activation, usual class: activators; AREc32 ARE-luciferase reporter (MCF7-derived line), luminescence, 24 h; 0.31% of 410,000 active; also: potency is read from the fitted curve at half-maximal effect; % of control where 0% means no effect; nearly all actives have a fitted effect of over 65% in size
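AREc32 cells carrying an ARE-driven firefly luciferase, 1000 cells/well in OPTI-MEM with 5% FBS, dosed after overnight attachment and incubated 24 hr at 37 deg C. Steady-Glo luminescence read after 30 min at RT.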
A549 viability – counter-screen for Nrf2 inhibitors: cytotoxicity in A549 cells. A549 ARE-Fluc cells, CellTiter-Fluor viability, 18-24 h. Potency, µM (highest dose often 46 µM), without a hit: top-dose activity change, negative = cytotoxicity, actives largely listed as inhibitors. 0.16% of 390,000 active. AID 504648; also: potency is read from the fitted curve at half-maximal effect; % is scaled to controls: 0 for no effect and ±100 for the full control effect
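Cytotoxicity counterscreen: CellTiter-Fluor fluorescence was measured in A549 ARE_Fluc cells after 18-24 h of compound exposure in a concentration series. The subsequent BugLite luminescent read reports ARE-luciferase activity.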
HepG2 tox – HepG2 cytotoxicity, counter-screen for TGF-b inhibitors; 0.76% of 410,000 active; Potency, µM (highest dose often 46.1 µM), for the others: at the top dose activity change, negative = cytotoxicity, hits mostly cytotoxic; AID 588856; HepG2 CAGA-GFP viability, ATP luminescence, 18 h; also: potency is read from the fitted curve at half-maximal effect; some results filed as inactive show a strong effect at the top dose
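HepG2 CAGA-GFP cells (1000/well, DMEM with 1% FBS) received compound, then TGF-beta at 500 pg/mL final, and were incubated 18 hours at 37 degrees C. Viability was read by CellTiter-Glo luminescence. Media-only wells were set as complete cell-killing and DMSO as no toxicity.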
ATXN2 expr inh – inhibitors of ATXN2 expression. AID 1745845. HEK-293 ATXN2-luciferase reporter, luminescence, 24 h. Potency, µM (doses to about 57 µM), for inactives: at the top dose activity change, negative = inhibition, usual class: inhibitors. 0.72% of 360,000 active; also: potency is read from the fitted curve at half-maximal effect; % is scaled to controls: 0 for no effect and ±100 for the full control effect; nearly all actives have a fitted effect of over 55% in size
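qHTS (up to 57 uM final) was run with 24 h compound exposure of reporter cells at 37 °C. Each well was multiplexed: SteadyGlo luminescence measured ATXN2-luciferase expression after a fluorogenic Gly-Phe-AFC viability readout (25 uM final).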
ATXN viability – cell viability loss in ATXN counter-screen; S2 cells (HEK-293 line with an ATXN2-luciferase reporter) viability, CellTiter-Fluor protease fluorescence, 24 h; Potency, µM (titrated, usually from 56.7 µM), usual class: cytotoxic; 0.49% of 400,000 active; AID 651635; also: potency is read from the fitted curve at half-maximal effect; nearly all actives have a fitted effect of over 40% in size
Starred values were filed as active, the others as inactive; i = inactive; ? = inconclusive; · = no result given; [ ] = remark or other dose. Unless noted, calls follow the shape of the dose curve; as a rule, active = well fitted curve in the direction sought with a large enough effect; inconclusive = small, poorly fitted or top-dose-only effect, or another doubt; inactive = no such curve, though single readings can be large; an effect the other way counts as inactive or inconclusive.

SMILES | IL1B secr inh | Nrf2 block | TGFb SMAD3 inh | MCF10A rereplic | Nrf2 ARE act | A549 viability | HepG2 tox | ATXN2 expr inh | ATXN viability
CCN(CC)CCCNC(=O)Cn1cnc2sc(C)c(S(=O)(=O)N3CCC(C)CC3)c2c1=O | -2 | 3% | 4% | 5% | -0.4% | 9% | -1% | 4% | i
Cc1ccc(-c2nnn3c2nc(NCCc2ccccc2)c2ccccc23)cc1 | · | 1% | 8% | · | -1.1% | 14% | 5% | 18% | i
O=C(CN1C(=O)NC2NC(=O)NC21)N/N=C/c1ccc(F)cc1 (stereo not given) | -15 | -10% | -3% | -23%[9.22 µM] | -1.4% | -4% | -19% | -21% | i
COc1ccccc1CC(=O)Nc1ccc2nc(C)sc2c1 | 0 | 8% | ? | -5% | 0.1%[9.22 µM] | -5% | 0% | 24% | ?
CCCc1cn(S(=O)(=O)c2ccc(OC)cc2OC)nc1N | -24 | 24% | -12% | -2% | 4.9% | -2% | -10% | 25% | i
COc1cc2c(cc1OC)CC(=O)N(C)CC2 | 0 | 4% | -2% | -51%[inhibitor] | 2.7% | -4% | 4% | 18% | i
Cc1ccccc1NC(=O)Cc1nc(-c2c[nH]c(C(=O)N3CCCC3)c2)cs1 | -1 | -25% | ? | 29% | 4.5% | -5% | -14% | ? | i
COc1ccc(CNC(=O)CN(Cc2ccccc2)C(=O)c2csnn2)cc1 | -26 | -2% | 4% | -1% | -0.2% | 4% | -13% | -6% | i
CCc1c(C(=O)NC(C)C2CCCO2)csc1C (stereo not given) | 0 | 8% | -4% | 5% | 0.2% | -2% | 1% | 2% | i
CCOC(=O)Cn1c(=O)oc2cc(S(=O)(=O)N3CCN(c4cccc(Cl)c4)CC3)ccc21 | · | 1% | -9% | · | -0.5% | 15% | -13% | -9% | i
COCCNC(=O)CN(Cc1ccco1)C(=O)CCC(=O)Nc1nccs1 | -5 | 5% | 4% | ? | -0.5% | 1% | 8% | 0% | i
COc1ccc(-c2nnn(CC(=O)N(Cc3ccco3)C(C(=O)NCC3CCCO3)c3ccco3)n2)cc1 (stereo not given) | -23 | -10% | -12% | 6% | 4.2% | 1% | -11% | 2% | i
CC(=O)C1=C(C)N(Cc2ccccc2)C(=O)N[C@H]1c1cccs1 | 0 | 5% | -6% | 0% | -1.1% | 5% | -30% | -6% | i
N/C(=N\OC(=O)c1ccccc1Cl)c1ccccc1 | 20 | ? | 0% | -2% | ? | -6% | -8% | 52%[activator] | i
COC(=O)c1cc(OC(=O)c2ccc(=O)[nH]c2)cc(C(=O)OC)c1 | -12 | -3% | 2% | 2% | 0.0% | -3% | 1% | 9% | i
O=C(NC1CCOc2ccccc21)c1ccc(=O)[nH]c1 (stereo not given) | 34 | 4% | -1% | -1% | -0.5% | 13% | -23% | 4% | i
CCN(CC)CCOC(=O)c1ccc(N/C=C(/C#N)c2nc(-c3ccc(OC)cc3)cs2)cc1 | -5 | -1% | ? | ? | 4.3% | -6% | -15% | -21% | i
COCCCn1c(=O)/c(=C\c2cccc(OC)c2OC)s/c1=C(/C#N)C(=O)Nc1ccc(C(=O)O)cc1 | -7 | -4% | 17% | ? | 18% | -11% | -5% | 9% | i
O=C(C1CC(=O)N(c2ccc3c(c2)OCCO3)C1)N1CCN(Cc2ccccc2)CC1 (stereo not given) | 34 | -3% | -21% | 0% | -0.3% | -1% | -16% | · | ·
CCOc1ccc(CCNC(=O)CCc2nnc3ccc(N4CCOCC4)nn23)cc1OCC | -8 | 12% | 9% | 0% | 0.1% | 11% | 1% | 12% | i
Cn1nc([N+](=O)[O-])nc1Oc1ccccc1C(=O)N1CCOCC1 | 12 | 5% | 20% | 7% | -0.1% | -5% | 7% | 6% | i
O=C(NCc1ccco1)c1ccc2sc([C@@H]3O[C@H](CO)[C@@H](O)[C@H]3O)nc2c1 | 18 | · | 21% | · | 3.9% | · | 10% | 11% | i
O=C(NCc1ccc2c(c1)OCO2)c1ccc2c(=O)n(C3CCCC3)c(=O)[nH]c2c1 | -3 | 8.2µM* | ? | ? | 3.6% | ? | -40% | ? | ?
Cn1cnc([N+](=O)[O-])c1Sc1ccc(C(C)(C)C)cc1 | · | -16% | -24% | ? | 22% | -17% | -13% | -26% | i
Fc1cccc(/C=N/n2c(C3CCCCC3)n[nH]c2=S)c1 | 22 | -10% | ? | 15% | 0.1% | -3% | -37% | 1% | i
O=C(CSc1ccccn1)Nc1ccc2[nH]c(=O)[nH]c2c1 | 0 | 4% | 14% | 20% | 0.2% | 0% | 3% | 10% | i
Cc1ccc(N=C2C(=O)Nc3c(C)cccc32)cc1 | 24 | 7% | -11% | -9% | 2.4% | -2% | -7% | · | ?
Cc1ccc(S(=O)(=O)NC(C)C(=O)Nc2ccc3c(c2)OCO3)cc1 (stereo not given) | 21 | 17% | -1% | -7% | -0.5% | -3% | -3% | 4% | i
Cc1ccc(S(=O)(=O)Nc2cc(C)c(O)c(S(=O)(=O)c3ccc(C)cc3)c2)cc1 | 15 | -9% | -17% | 0% | -0.3% | -4% | -7% | -2% | i
O=C(CC1C(=O)NCCN1C(=O)Nc1ccc(F)cc1F)Nc1ccc(F)cc1 (stereo not given) | · | 7% | -17% | 0% | 4.7% | 9% | 6% | -1% | i
C=CCN(C(=O)c1csnn1)C(C(=O)NC1CCCC1)c1cccs1 (stereo not given) | 4 | 3% | 0% | -1% | -0.1% | 3% | -16% | 10% | i
CC1OC(CCc2cccc(Cl)c2)Cc2[nH]c(=S)[nH]c(=O)c21 (stereo not given) | 37 | · | · | · | 3.1% | · | · | -1% | i
O=C(NC1(C(F)(F)F)N=C(c2ccccc2)N(C2CCCCC2)C1=O)c1ccccc1F (stereo not given) | · | 9% | 1% | · | 0.9% | 0% | -1% | 3% | i
COc1ccc(/C=C/C(=O)N2CCNC(=O)C2)c(OC)c1 | 0 | ? | -5% | 1µM* | 4.8% | 12% | -9% | 1% | i
CCC(C)CCN1C(Nc2ccccc2)=NC[C@@H]1CC(C)C (stereo not given in full) | -29 | 7% | -30% | 11% | -0.6% | -8% | -50% | -26% | ?
Cn1c2c(c(=O)n(C)c1=O)NC1(N2)C(=O)Nc2ccccc21 (stereo not given) | 12 | 0% | -1% | 3% | 6.1% | 1% | -10% | · | i
O=C1COc2ccc(S(=O)(=O)NCCc3ccc(Cl)cc3)cc2N1 | 27 | -3% | -5% | 1% | 2.3% | -2% | 0% | -5% | i
O=c1[nH]cc(COCC(F)CCl)c(=O)[nH]1 (stereo not given) | 21 | 0% | -21% | 1% | -0.8% | -12% | -7% | · | i
CC(=O)NCc1cc(-c2ccc(Cl)cc2)no1 | -8 | 2% | -7% | 0% | -0.2% | 2% | 1% | -15%[11.3 µM] | i
Cc1c(Cl)cccc1N1C(=O)CC(NNC(=O)c2cccs2)C1=O (stereo not given) | 16 | 11% | -2% | 7% | 4.7% | 3% | 5% | -13% | i
COc1cc(NC(=O)C2=C(N3CCOCC3)/C(=C\c3ccc(Cl)cc3Cl)CC2)cc(OC)c1OC | -9 | -18% | 14% | ? | 8.2% | -1% | -9% | -14% | i
CCOC(=O)c1c(S(=O)(=O)N2CCN(c3ccc(F)cc3)CC2)c(C)n(C)c1C | 32 | 14% | -1% | 16% | -0.8% | 0% | -4% | -3% | i
O=C(OCc1cn([C@@H]2CN(C(=O)c3cccs3)[C@@H](c3ccc(Cl)cc3)C[C@H]2O)nn1)c1ccccc1 | 29 | · | 27% | · | 0.8% | · | 2% | -13% | ?
COc1ccc2c(C)c(CCC(=O)NC3CC3)c(=O)oc2c1 | -2 | -1% | 4% | 7% | 4.5% | 0% | 4% | 13% | i
CSc1cccc(Nc2ccc(S(=O)(=O)N3CCOCC3)cc2[N+](=O)[O-])c1 | -29 | 18µM* | -18% | · | 0.0% | -10% | -13% | · | i

Full records from above:
Listed for `C=CCN(C(=O)c1csnn1)C(C(=O)NC1CCCC1)c1cccs1` (stereo not given) → IL1B secr inh: 4; Nrf2 block: 3%; TGFb SMAD3 inh: 0%; MCF10A rereplic: -1%; Nrf2 ARE act: -0.1%; A549 viability: 3%; HepG2 tox: -16%; ATXN2 expr inh: 10%; ATXN viability: i
Listed for `Cn1c2c(c(=O)n(C)c1=O)NC1(N2)C(=O)Nc2ccccc21` (stereo not given) → IL1B secr inh: 12; Nrf2 block: 0%; TGFb SMAD3 inh: -1%; MCF10A rereplic: 3%; Nrf2 ARE act: 6.1%; A549 viability: 1%; HepG2 tox: -10%; ATXN2 expr inh: ·; ATXN viability: i

The list continues:
SMILES | IL1B secr inh | Nrf2 block | TGFb SMAD3 inh | MCF10A rereplic | Nrf2 ARE act | A549 viability | HepG2 tox | ATXN2 expr inh | ATXN viability
CCCCCC(=O)Nc1cccc(S(=O)(=O)NC2=NCCCCC2)c1 | 26 | ? | -17% | -3% | -0.2% | -3% | 0% | · | i
COc1ccc(N2CCN(CC(=O)Nc3nc(C)cs3)CC2)cc1 | 26 | 0% | 5% | -11% | -0.5% | 0% | 1% | -2% | i
O=C(NCc1ccc2c(c1)OCO2)C1CCN(S(=O)(=O)c2ccc(F)cc2)CC1 | -14 | -9% | -15% | -5% | -0.3% | -3% | -5% | · | i
COc1ccc(OCCNC(=O)C(c2ccccc2)c2ccccc2)cc1 | -8 | -3% | -1% | -3% | 2.5% | -9% | 9% | -4% | i
CC(=O)NC(C)(c1ccccc1)c1nc(/C=C/c2ccccc2)cs1 (stereo not given) | -15 | · | 7% | · | -1.3% | · | -29% | -16% | i
COc1ccc(CNC2CCCc3ccccc32)cc1OC (stereo not given) | -8 | -11% | 6% | -1% | 2.8% | 4% | -1% | -13% | i
O=C(Nc1ccc(N2CCCC2)c(Cl)c1)c1cccnc1 | -30 | ? | 6% | ? | 5.2% | 1% | -4% | 45%[activator] | ?

Screening results from PubChem BioAssay.
